Bioassay records deposited in PubChem BioAssay by National Center for Advancing Translational Sciences (NCATS).
TRHR ag: activates the human TRH receptor; TRHR cells, calcium flux fluo-8, FDSS agonist mode; AID 493084; activation, % at 2 µM; 0.18% of 360,000 active; in the data active means activation above about 30%; further: 0% is about no effect
Target sequence (P34981 whole entry, looked up): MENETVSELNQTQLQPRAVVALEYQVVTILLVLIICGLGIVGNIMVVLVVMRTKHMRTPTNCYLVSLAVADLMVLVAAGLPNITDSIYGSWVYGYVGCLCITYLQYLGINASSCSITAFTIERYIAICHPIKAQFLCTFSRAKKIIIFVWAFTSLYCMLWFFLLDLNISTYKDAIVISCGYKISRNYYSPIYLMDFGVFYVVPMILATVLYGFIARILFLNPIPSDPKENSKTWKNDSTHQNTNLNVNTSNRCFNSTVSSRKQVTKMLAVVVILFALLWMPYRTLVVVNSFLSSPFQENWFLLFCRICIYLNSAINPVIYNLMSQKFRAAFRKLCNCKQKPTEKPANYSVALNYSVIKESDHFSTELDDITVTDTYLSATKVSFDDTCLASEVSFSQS
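Steps: seed TRHR cells overnight; add fluo-8 no-wash Ca dye, RT 30 min–1.5 h; record 10 s baseline; pin-transfer compounds; monitor fluorescence 1 cycle/s for the agonist window. Calcium increases flag candidate agonists.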
ERG Ets-DNA blk: blocks human ERG Ets domain binding to DNA; Potency, µM (titrated, usually from 76.9 µM), for the others: at the top dose FP activity, negative = inhibition, actives largely listed as inhibitors; fluorescence polarization, His-ERG Ets domain / labelled DNA; 0.028% of 370,000 active; AID 624246; P11308; active means well fitted inhibition curve with a large enough effect in the polarisation, with a control signal flat; inconclusive means small, poorly fitted or top-dose-only effect, or effect the other way, or a change in a side signal; inactive means no such curve, though single readings can be large or run the other way; the % refers to the polarisation;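 further: polarization taken with two DNA probes labelled with fluorescein and Texas red; potency means the concentration at half of the fitted maximal effect; % of control where 0% means no effect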
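His-tagged ERG Ets domain (1 uM in the protein solution; 300mM KCl, 50mM Tris-HCl, 1mM EDTA, 1mM DTT, pH 7.5) received compound, then a probe mix of 5 nM fluorescein-DNA and 100nM Texas-615-DNA. Fluorescence polarization was read for both dyes.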
ALOX12 inh: blocks human arachidonate 12S-lipoxygenase; purified 12hLO, xylenol orange hydroperoxide absorbance; AID 1671190; Potency, µM (top dose mostly 108 µM), without a hit: top-dose activity change, negative = inhibition, actives largely listed as inhibitors; 1.1% of 580,000 active; further: potency means the concentration at half of the fitted maximal effect; on the % scale 0 is the no-effect control and ±100 the full control effect
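Purified human 12hLO at 150 nM in 25 mM Hepes, 0.01% Triton X-100, pH 7.0, preincubated 15 min at room temperature with compound. Reaction started with 40 uM arachidonic acid, 30 min at room temperature. Hydroperoxide measured by Fe-xylenol orange, 573/405 nm absorbance ratio.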
BLM helicase inh: Bloom syndrome helicase (human) inhibition; recombinant BLM DNA unwinding, fluorescence dequenching; Potency, µM (titrated, usually from 56.1 µM), inactives show top-dose activity change, negative = inhibition, usual class: inhibitors; 0.2% of 350,000 active; AID 2528;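 further: potency means the concentration at half of the fitted maximal effect; plate controls were vehicle for no effect and no enzyme for full effect; nearly all actives have a fitted effect of over 35% in size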
Pol iota inh: DNA polymerase iota (human) inhibition; Q9UNA4; Pol iota fluorescent replication assay, 10 min; Potency, µM (highest dose often 115 µM), for the others: top-dose activity, negative = inhibition, hits mostly inhibitors; 1% of 390,000 active; further: potency means the concentration at half of the fitted maximal effect
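Pol iota at 10 nM preincubated 15 min with compounds at room temperature; reaction started with fluorescent substrate, 50 nM final. Fluorescence read kinetically at 0 and 10 min; buffer-only wells as negative control.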
Apoferritin bind: candidate novel general anesthetic via apoferritin binding; Potency, µM (titrated, usually from 77.5 µM), for the others: at the top dose activity change, negative = displacement, actives largely listed as inhibitors; P02791; apoferritin/1-aminoanthracene competitive binding, fluorescence; 0.074% of 350,000 active; AID 485281; further: potency means the concentration at half of the fitted maximal effect; on the % scale 0 is the no-effect control and ±100 the full control effect; nearly all actives have a fitted effect of over 20% in size
Target sequence (P02791 2-175 limits assumed): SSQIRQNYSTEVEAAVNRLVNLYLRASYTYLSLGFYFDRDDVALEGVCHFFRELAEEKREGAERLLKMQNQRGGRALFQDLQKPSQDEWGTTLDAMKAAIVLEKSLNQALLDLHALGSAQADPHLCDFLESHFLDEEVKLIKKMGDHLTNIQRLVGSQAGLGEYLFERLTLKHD
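Horse-spleen apoferritin (10 uM) was mixed with 50% saturated 1-aminoanthracene in PBS, exposed to compounds for 10 min at room temperature, and read for fluorescence (ex 380 nm, em 535 nm). Competitive displacement was fitted with a four-parameter Hill equation.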
POLB inh: inhibitors of human DNA polymerase beta; P06746; Pol beta primer extension/strand displacement, fluorescence kinetic; Potency, µM (highest dose often 114 µM), inactives show at the top dose activity change, negative = inhibition, hits mostly inhibitors; 1.3% of 340,000 active; further: potency means the concentration at half of the fitted maximal effect; on the % scale 0 is the no-effect control and ±100 the full control effect
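Pol beta (10 nM) was preincubated with compound for 15 min at room temperature. The reaction was then started with 50 nM substrate and read immediately and after a further 10 min at room temperature.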
Pol kappa inh: DNA polymerase kappa (human) inhibition; Potency, µM (highest dose often 107 µM), for inactives: at the top dose activity, negative = inhibition, most hits filed as inhibitors; AID 588579; 0.53% of 400,000 active; purified Pol kappa, fluorescent DNA synthesis assay, 10 min; further: potency means the concentration at half of the fitted maximal effect; on the % scale 0 is the no-effect control and ±100 the full control effect
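50 nM final substrate added after 15 min RT preincubation of 10 nM Pol kappa with compound; fluorescence read at 0 and 10 min.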
APEX1 inh: blocks human APE1 abasic DNA cleavage | P27695 | recombinant APE1, TAMRA/BHQ-2 abasic DNA cleavage fluorescence | Potency, µM (highest dose often 65.8 µM), inactives show top-dose activity change, negative = inhibition, most hits filed as inhibitors | 0.35% of 350,000 active | AID 2517;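 further: potency means the concentration at half of the fitted maximal effect; plate controls were vehicle for no effect and reference inhibitor for full effect; nearly all actives have a fitted effect of over 55% in size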
Target sequence (P27695 whole entry, looked up): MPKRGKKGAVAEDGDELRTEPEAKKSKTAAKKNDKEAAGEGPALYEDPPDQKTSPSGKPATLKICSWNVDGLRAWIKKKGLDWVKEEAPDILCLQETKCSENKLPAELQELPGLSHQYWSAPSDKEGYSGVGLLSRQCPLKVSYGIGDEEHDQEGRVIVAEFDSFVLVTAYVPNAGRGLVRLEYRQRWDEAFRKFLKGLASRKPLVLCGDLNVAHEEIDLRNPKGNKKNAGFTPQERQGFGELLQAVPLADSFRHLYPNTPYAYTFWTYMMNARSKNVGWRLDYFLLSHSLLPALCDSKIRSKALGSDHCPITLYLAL
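Substrate: short duplex with […] THF abasic site, 5'-TAMRA and 3'-BHQ-2, 50 nM final. APE1 at 0.75 nM, preincubated 15 min RT with compound. Fluorescence increase from first to third read measured activity.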
The depositor's hits bear a star; ? = inconclusive; nt = not tested or not shown; [ ] = remark or other dose. Unless noted, the call rests on the fitted dose curve; in most records, active means well fitted curve in the direction sought with a large enough effect; inconclusive means small, poorly fitted or top-dose-only effect, or another doubt; inactive means no such curve, though single readings can be large; an effect the other way counts as inactive or inconclusive. Not all compounds are listed. The share of hits here may be higher or lower than overall.

SMILES | TRHR ag | ERG Ets-DNA blk | ALOX12 inh | BLM helicase inh | Pol iota inh | Apoferritin bind | POLB inh | Pol kappa inh | APEX1 inh
COc1ccc(CCC(C)N2CCc3ccccc3C2)cc1 (configuration not stated) | -0.2 | -9% | ? | -3% | 62%[activator] | -4% | 3% | -6% | -7%
COC(=O)c1c(NC(=O)C(Cl)Cl)sc2c1C(C(=O)OC)CC2 (configuration not stated) | 1.5 | 0% | 61% | -8% | ? | 2% | 0% | -10% | 4%
N#CCSc1nnc(-c2sc3ccccc3c2Cl)o1 | -0.5 | -2% | -20% | -2% | 20% | -8% | -3% | -7% | -5%
COc1ccc(CCNCC(=O)Nc2ccc(OC(F)(F)F)cc2)cc1OC | 0.4 | -2% | -67% | 3% | -22% | ? | -10% | -10% | 44%
CCOc1ccc(C2=NNC(c3cccs3)=Nc3ccc(OC)cc32)cc1OCC | -0.2 | 2% | -9% | -9% | -4% | -18% | -1% | 10% | -6%
Cc1ccc(-c2ccnc3[nH]n(-c4ccccc4)c(=O)c23)cc1 | -0.6 | 14% | 11% | -4% | 5% | -12% | 0% | -3% | 36%
CCC(C)N(C(=O)CSc1nnc2ccccn12)C1CCS(=O)(=O)C1 (configuration not stated) | 0.2 | 0% | -4% | nt | 16% | nt | nt | 6% | 17%
Cc1cc(N2CCOCC2)n2nc(-c3cccc(F)c3)cc2n1 | -0.3 | -10% | 21% | -15% | -3% | -2% | 11% | -3% | -4%
O=C(c1cccc([N+](=O)[O-])c1)c1cc2ccccc2o1 | 0.6 | 15% | -9% | -13% | 136%[activator] | -14% | -5% | -7% | 8%
CCOc1ccc(Cn2c(CNS(=O)(=O)c3ccc(Cl)s3)nc3cccnc32)cc1 | 0.4 | -2% | 0% | 3% | 4% | 2% | 1% | -10%[60.1 µM] | nt
CCC(Nc1nc(-c2ccccc2)nc2ccccc12)C(=O)O (configuration not stated) | 0.1 | nt | -27%[57.4 µM] | -1% | ? | -11% | 2% | -1% | 7%
Cc1c(Cl)cccc1NC(=S)NC1CC1 | 1.3 | 1% | -1% | 0% | 0% | -3% | 9% | -15% | -8%
CCc1ccc2nc(N)sc2c1 | 0.2 | -10% | -23% | -4% | -8% | -21% | 1% | 0% | 1%
N#CCN1C(=O)C(=O)N(Cc2cccc(C(F)(F)F)c2)C1=O | 0.4 | -6% | -5% | -6% | -15% | -1% | -7% | -10% | 26%
CCOC(=O)C1(CCOC)CCN(Cc2ccc(C(=O)OC)cc2)CC1 | 0.5 | 9% | 0% | -20% | 77%[activator] | ? | 2% | 0% | 5%
Cc1c(-c2ccccc2)c(=O)oc2c(CN3CCOCC3)c(O)ccc12 | -0.6 | 1% | -27% | -1% | -11% | nt | 1% | -8%[60.1 µM] | nt
CCOc1ccc(N(Cc2cc3cc(C)ccc3[nH]c2=O)S(=O)(=O)c2ccccc2)cc1 | 0.3 | 3% | -1% | -6% | 37%[activator] | -3% | 30% | -2% | 8%
CCC(C)COC(=O)c1ccc(C(=O)O)cc1 (configuration not stated) | nt | -4% | 25% | -2% | 4% | -12% | 13% | -14% | 27%
CCOC(=O)C1=C(CSc2nc(C)cc(C)c2C#N)OC(N)=C(C#N)C1c1cccs1 (configuration not stated) | 1.8 | -8% | nt | -5% | 6% | -18% | 17% | -5% | -6%
CN(CC(=O)Nc1ccc(F)cc1)C(=O)c1ccc(OCc2ccccc2)cc1 | 0.7 | -10% | -27% | nt | 7% | nt | nt | -8% | 3%

As a short view, part of the list above.
SMILES | TRHR ag | ERG Ets-DNA blk | ALOX12 inh | BLM helicase inh | Pol iota inh | Apoferritin bind | POLB inh | Pol kappa inh | APEX1 inh
COc1ccc(CCC(C)N2CCc3ccccc3C2)cc1 (configuration not stated) | -0.2 | -9% | ? | -3% | 62%[activator] | -4% | 3% | -6% | -7%
COC(=O)c1c(NC(=O)C(Cl)Cl)sc2c1C(C(=O)OC)CC2 (configuration not stated) | 1.5 | 0% | 61% | -8% | ? | 2% | 0% | -10% | 4%
N#CCSc1nnc(-c2sc3ccccc3c2Cl)o1 | -0.5 | -2% | -20% | -2% | 20% | -8% | -3% | -7% | -5%
COc1ccc(CCNCC(=O)Nc2ccc(OC(F)(F)F)cc2)cc1OC | 0.4 | -2% | -67% | 3% | -22% | ? | -10% | -10% | 44%
CCOc1ccc(C2=NNC(c3cccs3)=Nc3ccc(OC)cc32)cc1OCC | -0.2 | 2% | -9% | -9% | -4% | -18% | -1% | 10% | -6%
Cc1ccc(-c2ccnc3[nH]n(-c4ccccc4)c(=O)c23)cc1 | -0.6 | 14% | 11% | -4% | 5% | -12% | 0% | -3% | 36%
CCC(C)N(C(=O)CSc1nnc2ccccn12)C1CCS(=O)(=O)C1 (configuration not stated) | 0.2 | 0% | -4% | nt | 16% | nt | nt | 6% | 17%
Cc1cc(N2CCOCC2)n2nc(-c3cccc(F)c3)cc2n1 | -0.3 | -10% | 21% | -15% | -3% | -2% | 11% | -3% | -4%
O=C(c1cccc([N+](=O)[O-])c1)c1cc2ccccc2o1 | 0.6 | 15% | -9% | -13% | 136%[activator] | -14% | -5% | -7% | 8%
CCOc1ccc(Cn2c(CNS(=O)(=O)c3ccc(Cl)s3)nc3cccnc32)cc1 | 0.4 | -2% | 0% | 3% | 4% | 2% | 1% | -10%[60.1 µM] | nt
CCC(Nc1nc(-c2ccccc2)nc2ccccc12)C(=O)O (configuration not stated) | 0.1 | nt | -27%[57.4 µM] | -1% | ? | -11% | 2% | -1% | 7%

(next part)
SMILES | TRHR ag | ERG Ets-DNA blk | ALOX12 inh | BLM helicase inh | Pol iota inh | Apoferritin bind | POLB inh | Pol kappa inh | APEX1 inh
COc1ccc(-n2c(SCC(=O)Nc3ccc(C(N)=O)cc3)nc3ccccc3c2=O)cc1OC | 0.5 | 9% | 0% | -4% | 15% | -7% | 1% | 0% | 1%
O=C(c1ccc([N+](=O)[O-])o1)N1CCc2ccccc2C1 | -0.5 | -16% | -8% | -2% | -4% | 1% | 1% | 5% | 0%
CC(C)c1nc2sc3c(c2c(=O)o1)CCCC3 | 0.0 | -4% | 71%[activator] | -5% | -3% | -11% | -1% | -5% | 5%
CCOC(=O)C(NC(C)=O)(Nc1ccc(S(=O)(=O)Nc2ncccn2)cc1)C(F)(F)F (configuration not stated) | 0.8 | -7% | -5% | 1% | 34%[activator] | 0% | 0% | 11% | 0%
CNc1nc(Cl)nc(Nc2ccccc2)n1 | 2.1 | -11% | -4% | -5% | -2% | -8% | -1% | 0% | 1%
NC(=O)c1ccccc1OCCOCCOCCOc1ccccc1C(N)=O | 0.2 | -5% | 17% | -6% | ? | -2% | 19% | -21% | ?
COc1cccc(NC(=O)c2ccccc2F)c1 | 0.0 | -5% | -11% | nt | -7% | nt | nt | 12% | 39%
O=C(CCS(=O)(=O)c1ccc(Cl)cc1)N1CCN(c2ccc(F)cc2)CC1 | -0.4 | -2% | -29% | nt | 11% | nt | nt | -9% | 16%
N/C(Cc1ccc([N+](=O)[O-])cc1)=N\OC(=O)c1cccc(Br)c1 | -0.7 | -9% | -4% | -11% | 17% | ? | -3% | -3% | -2%
CC(=O)N1CCN(C23CC4CC(CC(C4)C2)C3)CC1 | -0.5 | -18% | -22% | 2% | -15% | 0% | 7% | 1% | -17%
O=C(NNC(=O)C1CC=CCC1C(=O)O)c1cccs1 (configuration not stated) | 0.2 | 0% | 8% | 2% | 74%[activator] | -13% | 0% | -1% | -5%
CCOC(=O)C(C)n1cnc2sc(C)c(C)c2c1=O (configuration not stated) | -0.4 | -2% | 0% | -1% | 9% | -14% | -29% | 4% | -1%
COc1cccc(C(=O)NNC2=C(C(=O)C(F)(F)F)CCC2)c1 | 0.0 | 3% | 217%[activator] | 1% | 3% | -8% | -11% | -1% | ?
CC(C)(C)c1ccc(C(=O)Nc2sc3c(c2C(=O)O)CCC3)cc1 | -1.3 | -9% | ? | -7% | ? | -9% | 2% | -5% | 5%
CC(NC(=O)c1ccc2c(c1)OCO2)C(c1cccs1)N1CCN(c2ccccc2)CC1 (configuration not stated) | -0.3 | -1% | 1% | -8% | ? | 0% | -1% | -3% | 4%
COc1cccc(OCCOc2c(OC)cccc2OC)c1 | 0.1 | -1% | 27% | -4% | -2% | -20% | -1% | -3% | -5%
O=S(=O)(c1ccc(Cl)nc1)N1CCOCC1 | nt | -5% | 58%[activator] | nt | -4% | nt | nt | -16% | 8%
CNS(=O)(=O)c1ccc(NC(=O)c2ccoc2C)cc1 | 0.2 | -5% | -4% | -1% | 82%[activator] | -6% | -1% | -7% | 2%
COc1ccc(NC(=O)CN2CCN(S(=O)(=O)c3ccc(Br)cc3)CC2)c(OC)c1 | -0.3 | -17% | -28% | 0% | 10% | -9% | 3% | 4% | 11%
CC1(C)C(=O)Nc2ccccc2N1C(=O)COC(=O)c1ccc([N+](=O)[O-])o1 | nt | 6% | -17% | nt | -11% | nt | nt | -29% | -35%
CCCN(CC(=O)Nc1ccccc1OC)C(=O)c1ccc(S(=O)(=O)Nc2ccccc2)cc1 | -1.5 | -2% | 10% | nt | 1% | nt | nt | -3% | -10%
Cc1ccc(C)c(NC(=S)NNC(=O)c2cc3c(s2)CCC(C)C3)c1 (configuration not stated) | -0.5 | -7% | ? | 2% | 7% | -22% | 4%[57.1 µM] | -5% | 16%
